FXIIa inh mix = blocks human factor XIIa in pooled compound mixtures; purified FXIIa, fluorogenic substrate; P00748; 62,000 tested, 0.2% active; inhibition, % at 5 µM; AID 684;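 note: 0% = enzyme without compound and 100% = no enzyme blank; some results filed as inactive read as strong as hits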
C1s block = blocks human complement C1s protease activity | P09871 | purified C1s, fluorogenic AMC substrate, pooled mixtures | mean inhibition % of two 10-compound mixtures (active compounds read high), % at 5 µM (by protocol) | 62,000 tested, 0.16% active | AID 538;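 active = inhibition above 20% in each of the two 10-compound mixture wells holding the compound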;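 note: 0% = enzyme wells lacking compound mixture and 100% = no-enzyme blank wells; some compounds called inactive have numbers as strong as hits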
CatL block = blocks human cathepsin L protease activity | purified cathepsin L, fluorogenic substrate, fluorescence | P07711 | 58,000 tested, 0.17% active | inhibition, %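 (tested at 10 µM)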 | AID 460; in the data active = inhibition above about 45%;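 note: 0% = enzyme with no compound and 100% = no enzyme blank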
Target sequence (P07711 114-288 limits assumed): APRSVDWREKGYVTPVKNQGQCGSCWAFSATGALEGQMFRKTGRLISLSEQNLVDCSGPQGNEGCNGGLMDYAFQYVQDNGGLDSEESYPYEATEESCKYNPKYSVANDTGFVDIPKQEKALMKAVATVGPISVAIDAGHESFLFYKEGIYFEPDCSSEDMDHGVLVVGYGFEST
Target sequence (P07711 292-333 limits assumed): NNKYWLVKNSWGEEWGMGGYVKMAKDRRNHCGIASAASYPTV
Cathepsin G inh = blocks human cathepsin G enzyme activity. P08311. purified enzyme, AMC-tetrapeptide fluorescence, pooled mixtures. inhibition, % at 5 µM (by protocol). 62,000 tested, 0.2% active. AID 581;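 active = inhibition above 20% in each of the two mixture wells holding the compound; inactive = inhibition of 20% or less in either well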;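 note: 0% = enzyme control without mixture and 100% = blank lacking enzyme; strong numbers were not always called active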
FXIa inh mix = blocks human factor XIa in pooled compound mixtures. inhibition, % at 5 µM. AID 680. 62,000 tested, 0.19% active. purified FXIa, fluorogenic substrate. P03951;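 note: each value is inhibition by a whole ten-compound pool holding the compound; 0% = enzyme with no mixture and 100% = wells lacking enzyme; strong numbers were not always called active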
Target sequence (P03951 19-387 limits assumed): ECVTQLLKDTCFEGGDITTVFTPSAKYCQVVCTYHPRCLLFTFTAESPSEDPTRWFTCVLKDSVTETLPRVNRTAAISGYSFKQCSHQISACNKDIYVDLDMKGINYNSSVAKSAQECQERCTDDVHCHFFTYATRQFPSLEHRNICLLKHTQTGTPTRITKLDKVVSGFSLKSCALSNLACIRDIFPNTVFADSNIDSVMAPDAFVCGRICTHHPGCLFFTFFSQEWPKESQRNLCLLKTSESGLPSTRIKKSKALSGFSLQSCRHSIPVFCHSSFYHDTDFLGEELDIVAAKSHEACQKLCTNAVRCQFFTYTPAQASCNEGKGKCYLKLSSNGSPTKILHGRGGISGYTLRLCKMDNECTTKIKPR
Target sequence (P03951 388-625 limits assumed): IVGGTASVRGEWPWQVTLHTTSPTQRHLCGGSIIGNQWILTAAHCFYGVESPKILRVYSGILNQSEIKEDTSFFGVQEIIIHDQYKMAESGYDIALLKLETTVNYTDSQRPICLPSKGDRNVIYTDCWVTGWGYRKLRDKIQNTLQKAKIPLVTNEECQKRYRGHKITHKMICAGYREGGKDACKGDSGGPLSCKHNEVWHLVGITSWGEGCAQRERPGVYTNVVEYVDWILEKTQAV
CatS block = inhibitors of human cathepsin S. P25774. recombinant cathepsin S, AMC dipeptide fluorescence, pooled mixtures. inhibition, %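 (tested at 5 µM per compound within 10-compound mixtures)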. 62,000 tested, 0.06% active; in the data active = inhibition above about 32%, passing the limit was not always enough;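 note: 0% = enzyme without compound and 100% = blank without enzyme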
Target sequence (P25774 115-331 limits assumed): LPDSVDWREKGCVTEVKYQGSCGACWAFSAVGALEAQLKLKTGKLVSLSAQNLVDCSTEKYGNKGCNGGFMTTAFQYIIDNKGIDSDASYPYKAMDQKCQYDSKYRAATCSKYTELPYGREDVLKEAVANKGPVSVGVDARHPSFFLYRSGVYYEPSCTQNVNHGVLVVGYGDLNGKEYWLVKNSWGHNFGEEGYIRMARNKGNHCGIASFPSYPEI
CatB mix inh = inhibitors of human cathepsin B in compound mixtures. Purified cathepsin B, AMC dipeptide fluorescence. P07858. inhibition, %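 (ten-compound pools at 5 µM per compound and 50 µM total)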. AID 488. 62,000 tested, 0.06% active; in the data active = inhibition above about 22%, passing the limit was not always enough;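 note: 0% = enzyme without compound and 100% = no enzyme blank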
A340 absorber = absorbance at 340 nm | AID 708 | 65,000 tested, under 10 active | compound absorbance at 340 nm, fold over control | fold change at 10 µM;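 active = at 10 µM dose, initial 340 nm absorbance at least 2 fold that of control wells; inactive = change under 2 fold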;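 note: initial absorbance extrapolated from kinetic A340 decline of NADH oxidation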
CatB block = inhibitors of human cathepsin B. inhibition, %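 (tested at 10 µM)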. 63,000 tested, 0.1% active. P07858. purified cathepsin B, fluorogenic substrate, fluorescence; in the data active = inhibition above about 21%;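 note: 0% = enzyme with no compound and 100% = no enzyme blank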
* marks the source's active call; other numbers are inactive results; nt = not tested or not shown. Cut-off read from the data, not from the text of the source, unless noted: active = inhibition above about 20% (passing the limit was not always enough); inactive = the rest. Not all compounds are listed (hit frequency here may not be typical).

cpd	SMILES	CatS block	FXIIa inh mix	CatL block	FXIa inh mix	C1s block	Cathepsin G inh	A340 absorber	CatB block	CatB mix inh
1	CCCCCCn1c(O)c(C=NC2CCN(Cc3ccccc3)CC2)c(=O)[nH]c1=O	-1	7	21	5	-2	9	0.99	-3	3
2	O=C1NC(=O)[C@]2(Cc3ccccc3N3CCN(c4ccccc4)CC32)C(=O)N1Cc1ccccc1 (stereo not given in full)	-24	24	-4	1	-11	-4	1	-2	-6
3	Cc1nc2ccccc2c(=O)n1-c1cccc(O)c1	-4	-28	13	-12	-58	3	1.1	2	0
4	Cc1cnn(C2CCN(C)CC2)c1N	3	-1	-17	-2	-10	-8	0.99	3	4
5	Cn1c(O)c(C(=NCCN2CCCCC2)c2ccccc2Cl)c(=O)n(C)c1=O	9	-21	11	-3	-2	1	1	-4	-3
6	O=C(c1cc(-c2ccncc2)nc2ccccc12)N1CCC2(CC1)OCCO2	-5	11	-5	4	10	8	1	0	6
7	CC1=C(C(=O)Nc2ccccc2)SCCO1	-3	4	-1	9	12	11	0.94	nt	6
8	Cc1cc(NC(=O)COC(=O)c2c(C)nn(Cc3ccccc3)c2Cl)no1	3	0	13	5	-15	9	0.98	4	2
9	COc1cccc(C2=NOC(C(=O)N3CCC4(CC3)OCCO4)C2)c1 (stereo not given)	-3	1	-5	7	20	12	1	-1	11
10	CC(=O)Nc1ccc2c(c1)CC1(C(=O)N(C)C(=O)N(C)C1=O)C1CCCN21 (stereo not given)	3	-14	-8	6	-6	-1	0.98	1	-2
11	COC(=O)CC1(CC(=O)OC)C(=O)NC(=O)NC1=O	-1	-10	-3	6	17	13	1	1	2
12	CN1CCC(O)(c2ccccc2)C2CCCC21 (stereo not given)	12	1	3	8	1	6	1	2	4
13	Cn1c(=O)cc(OCC(=O)N2CCN(Cc3ccc4c(c3)OCO4)CC2)c2ccccc21	0	7	-1	10	13	9	1	1	4
14	Cc1ccc(N(C)C(=O)Oc2cccc3cccnc23)cc1	16	10	4	11	16	15	1	6	5
15	N#Cc1ccc(N2CCNCC2)c(F)c1	-1	-21	2	-2	13	9	0.96	3	6
16	O=C(c1cc(-c2ccccc2)nc2ccccc12)N1CCC2(CC1)OCCO2	17	5	5	0	-22	-5	1.1	4	-4
17	c1ccc(CCN2CCC(N3CCN(c4ccccc4)CC3)CC2)cc1	1	-16	nt	1	1	8	1	nt	2
18	CCN(CC)P(=O)(Oc1cccc(C)c1)N(CC)CC	-2	7	-4	6	13	13	1.1	0	2
19	O=C(c1ccc2c(=O)n(Cc3ccc4c(c3)OCO4)c(=S)[nH]c2c1)N1CCC2(CC1)OCCO2	9	2	3	5	-22	-5	1	3	-1
20	Cc1ccc2c(c1)C1CN(C)CCC1N2C(=O)COc1ccc(S(=O)(=O)N2CCOCC2)cc1 (stereo not given)	3	10	-5	8	19	12	0.99	1	7
21	CC1=NOC2(C)Nc3ncnn3C(c3ccccc3)C12 (stereo not given)	4	13	0	7	-3	7	1	5	2
22	CNCCc1c(C)n[nH]c1C	-14	-8	8	-18	-59	-1	1	2	-7
23	O=C(c1cc2cc3ccc(Cl)cc3nc2o1)N1CCC2(CC1)OCCO2	-9	5	nt	-21	-199	-14	1.1	-1	-11
24	CCCCC(=O)C1C(=O)NC(=O)NC1=O	17	3	13	7	-6	-3	1	5	4
25	CCN1CCN(c2nc3c(c(=O)[nH]2)CCCC3)CC1	10	10	13	7	0	1	1	-3	6
26	COc1ccc(OC)c(N2C(=O)NC(=O)C3(Cc4cc(C)ccc4N(C)C3)C2=O)c1 (stereo not given)	14	2	11	0	-10	8	1	0	1
27	O=C(CN1CCCC1=O)N1CCOCC1	-14	-13	-3	-3	-75	-5	1.1	0	-4
28	Cn1c(O)c(C=NCCN2CCN(C(=O)c3ccccc3)CC2)c(=O)n(C)c1=O	-25	9	-6	-26	-192	-13	1	2	-9
29	O=c1[nH]c(=O)n(Cc2ccc(F)cc2)c(O)c1C=NCCN1CCCCC1	16	2	-1	7	13	13	1	2	4
30	Cc1cccc(N2C(=O)CC(=O)NC2=O)c1	20	15	-1	10	-1	4	1	3	22
31	O=C(COc1ccc(Cl)cc1)N1CCN(Cc2ccccc2)CC1	-1	0	0	0	4	4	1	3	2
32	COC(=O)C(C)Oc1cc(C)cc2oc(=O)c3c(c12)CCC3 (stereo not given)	5	-18	-1	0	-9	6	0.99	2	-2
33	CN1C(=O)N(C)C(=O)C2(Cc3ccccc3N3CCOCC32)C1=O (stereo not given)	-3	-2	-5	1	15	-3	1	3	2
34	Cc1cc(C)c(C(=O)CN2CCOCC2)c(C)c1	9	11	4	3	-3	12	0.99	3	-9
35	Cc1ccc2nc(N3CCN(C)CC3)[nH]c2c1	0	13	6	-7	-35	-19	1	4	-4
36	Cc1cccn2c(NCC3CCCO3)c(C(C)C)nc12 (stereo not given)	-5	9	-18	9	-4	-4	1	1	-1
37	Cc1ccccc1NC1=NCC(C)S1 (stereo not given)	-5	6	-12	-5	-6	12	1.1	4	-7
38	Cc1nn(-c2ccccc2)c2c1C(c1ccc3c(c1)OCO3)SCC(=O)N2 (stereo not given)	3	8	11	1	17	17	1	6	5
39	O=C(CN1CC(c2ccccc2)CC1=O)Nc1ccc(F)cc1 (stereo not given)	1	2	nt	3	-30	-9	1	-3	-4
40	COc1ccc(-n2c(O)c(C(C)=NCc3ccco3)c(=O)[nH]c2=O)cc1	10	4	10	-1	17	13	0.96	8	2
41	CCCC(=O)C1C(=O)NC(=O)NC1=O	12	9	14	7	18	12	1	4	3
42	COc1ccc(CC2C(=O)N(C)C(=O)N(C)C2=O)c(OC)c1	-3	3	5	6	18	12	1	-1	2
43	c1ccc2[nH]c(CCNC3CCCCC3)nc2c1	2	6	27	-2	-1	1	1	-4	-1
44	O=c1[nH]c(=O)n(Cc2ccco2)c(O)c1C=NCCCn1ccnc1	-9	-2	0	7	17	8	1.1	-6	1
45	O=C(c1cc2ccccc2oc1=O)N1CCC2(CC1)OCCO2	-2	0	-3	7	11	10	1.1	0	5
46	CCCNS(=O)(=O)c1ccc(OCC(=O)N2CCN(Cc3ccc4c(c3)OCO4)CC2)cc1	-1	13	4	3	7	12	1	3	4
47	CCn1c(O)c(C=NCCc2c[nH]c3ccccc23)c(=O)[nH]c1=O	-7	1	-2	7	9	10	1	1	5
48	CN(C)C=C1C(=O)N(C2CCCCC2)C(=O)N(C2CCCCC2)C1=O	-9	9	1	5	12	12	1	-1	6
49	N=C(N)c1c(O)n(C2CCCCC2)c(=O)n(C2CCCCC2)c1=O	-1	-2	14	1	6	1	0.99	3	8
50	Cc1cc(N2C(=O)C3CCCN3C2c2sccc2C)no1 (stereo not given)	11	11	13	2	14	6	1	11	0

Laid out differently: entries from further up.
(24) CCCCC(=O)C1C(=O)NC(=O)NC1=O
(39) O=C(CN1CC(c2ccccc2)CC1=O)Nc1ccc(F)cc1 (stereo not given)
(23) O=C(c1cc2cc3ccc(Cl)cc3nc2o1)N1CCC2(CC1)OCCO2

screen / no.	24	39	23
CatS block	17	1	-9
FXIIa inh mix	3	2	5
CatL block	13	nt	nt
FXIa inh mix	7	3	-21
C1s block	-6	-30	-199
Cathepsin G inh	-3	-9	-14
A340 absorber	1	1	1.1
CatB block	5	-3	-1
CatB mix inh	4	-4	-11

Retrieved by compound from the entries so far (3):
cpd	SMILES	CatS block	FXIIa inh mix	CatL block	FXIa inh mix	C1s block	Cathepsin G inh	A340 absorber	CatB block	CatB mix inh
42	COc1ccc(CC2C(=O)N(C)C(=O)N(C)C2=O)c(OC)c1	-3	3	5	6	18	12	1	-1	2
32	COC(=O)C(C)Oc1cc(C)cc2oc(=O)c3c(c12)CCC3 (stereo not given)	5	-18	-1	0	-9	6	0.99	2	-2
36	Cc1cccn2c(NCC3CCCO3)c(C(C)C)nc12 (stereo not given)	-5	9	-18	9	-4	-4	1	1	-1

The listing continues.
cpd	SMILES	CatS block	FXIIa inh mix	CatL block	FXIa inh mix	C1s block	Cathepsin G inh	A340 absorber	CatB block	CatB mix inh
51	O=c1[nH]c(=O)n(Cc2ccccc2)c(O)c1C=Nc1ccc(CN2CCOCC2)cc1	2	7	2	9	5	1	1.3	-3	3
52	O=C(CN1CC(c2ccccc2)CC1=O)Nc1cccc(F)c1 (stereo not given)	-2	0	nt	10	-14	9	1	-2	5
53	CC(=NCC1CCCO1)c1c(O)n(Cc2ccccc2)c(=O)[nH]c1=O (stereo not given)	-12	3	-4	-9	-56	-2	1	0	-4
54	Cc1cccnc1NC1=NCC(C)S1 (stereo not given)	-11	-1	14	10	18	12	1.1	2	2
55	Clc1cccc(CN2CCCCC2c2cccnc2)c1 (stereo not given)	5	-12	-4	5	2	0	1	-2	-1
56	Cn1c(=O)cc(SCC(=O)N2CCC3(CC2)OCCO3)c2ccc(Cl)cc21	-4	2	0	-15	-153	-21	1	3	-1
57	CC(=O)N1CC(=O)Nc2ccc(Cl)cc2C1c1ccc(F)cc1 (stereo not given)	8	1	4	3	3	0	0.97	1	0
58	CN(C)CP(=O)(Nc1ccccc1)N(C)C (stereo not given)	8	7	11	0	-25	-5	1	8	0
59	CCOC(=O)C1CCCCC12C(C#N)=C(N)Oc1n[nH]c(C)c12 (stereo not given)	7	12	8	2	-6	3	1	2	-2
60	Oc1c(Cl)cc(Cl)cc1CN1CCN(Cc2ccccc2)CC1	-6	0	nt	9	44	22	1	nt	1
61	COC(=O)c1ccc(N2C(=O)CC(N3CCC(n4c(=O)[nH]c5ccccc54)CC3)C2=O)cc1 (stereo not given)	16	-5	10	4	-11	-9	1.1	10	7
62	O=C(CN1CC(c2ccccc2)CC1=O)NCc1ccc(F)cc1 (stereo not given)	1	9	nt	8	17	11	1	3	3
63	O=P(/C(=N/O)N1CCCCC1)(N1CCOCC1)N1CCOCC1	-2	-18	4	3	7	11	0.95	4	4
64	c1cncc(C2CC(c3cccs3)n3ncnc3N2)c1 (stereo not given)	-10	6	5	3	12	9	1	10	-1
65	CCNC(=O)C1OC(n2cnc3c(N)ncnc32)C(O)C1O (stereo not given)	-7	-11	-8	5	34	-7	1.1	-2	-3
66	O=P(CN1CCN(c2ccccc2)CC1)(N1CCCCC1)N1CCCCC1	-6	-6	2	24	2	0	1	-8	7
67	CC1CCCCN1CC(=O)c1ccc2cc[nH]c2c1 (stereo not given)	-2	3	-17	7	-28	-3	1.1	-2	3
68	CCCSc1nc(O)c(CC)c(=O)n1C(C)CC (stereo not given)	-4	4	-5	2	-2	-1	1.1	-7	3
69	O=C(C1CC(c2ccc(Cl)c(Cl)c2)=NO1)N1CCC2(CC1)OCCO2 (stereo not given)	5	0	3	3	3	0	1	-8	3
70	CC12CN3CCN(CC(C3)C1O)C2 (stereo not given)	-4	8	-3	2	-1	-3	1	0	2
71	CN(C)c1nc(OCCNC(=O)COc2ccc(Cl)cc2Cl)nc(N2CCCCC2)n1	-1	-6	13	-2	5	12	1	1	-5
72	CCC(=Nc1ccc2c(c1)CCC2)c1c(O)n(C)c(=O)n(C)c1=O	-5	5	6	2	10	8	1.1	1	0

Another view of some results above:
#55 Clc1cccc(CN2CCCCC2c2cccnc2)c1 (stereo not given)
  CatS block = 5
  FXIIa inh mix = -12
  CatL block = -4
  FXIa inh mix = 5
  C1s block = 2
  Cathepsin G inh = 0
  A340 absorber = 1
  CatB block = -2
  CatB mix inh = -1

#56 Cn1c(=O)cc(SCC(=O)N2CCC3(CC2)OCCO3)c2ccc(Cl)cc21
  CatS block = -4
  FXIIa inh mix = 2
  CatL block = 0
  FXIa inh mix = -15
  C1s block = -153
  Cathepsin G inh = -21
  A340 absorber = 1
  CatB block = 3
  CatB mix inh = -1

#65 CCNC(=O)C1OC(n2cnc3c(N)ncnc32)C(O)C1O (stereo not given)
  CatS block = -7
  FXIIa inh mix = -11
  CatL block = -8
  FXIa inh mix = 5
  C1s block = 34
  Cathepsin G inh = -7
  A340 absorber = 1.1
  CatB block = -2
  CatB mix inh = -3

#67 CC1CCCCN1CC(=O)c1ccc2cc[nH]c2c1 (stereo not given)
  CatS block = -2
  FXIIa inh mix = 3
  CatL block = -17
  FXIa inh mix = 7
  C1s block = -28
  Cathepsin G inh = -3
  A340 absorber = 1.1
  CatB block = -2
  CatB mix inh = 3
